Bioassay records: PubChem, several laboratories
IMP-1 inhibitor: blocks Pseudomonas aeruginosa IMP-1 metallo-beta-lactamase. purified IMP-1, nitrocefin hydrolysis, epi-absorbance fluorescence. inhibition, % at 5.6 µM. 290,000 tested, 0.45% active. AID 1556;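 active = inhibition above the mean plus 3 SD of all compounds in the same screening run, cut at about 4.5% in these data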;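 note: 0% = IMP-1 with DMSO and 100% = DMSO wells lacking enzyme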
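System: Purified IMP-1 | Read-out basis: Percent enzyme inhibition | Controls: IMP-1 with DMSO as 0%, enzyme-free DMSO as 100% | Replicates: One well per compound | Doses: 5.6 µM nominal single concentration | Detection: Epi-absorbance fluorescence, 480 nm excitation, 530 nm emission | Incubation: 25 °C, 15 min preincubation, 25 min reaction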
IDE inh: cellular human IDE inhibition. inhibition, % at 5.59 µM. 320,000 tested, 0.41% active. HEK cells, FAbetaB cleavage, fluorescence polarization. P14735;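 active = percent inhibition above the average of all tested compounds plus 3 SD, set per screening campaign, cut at about 16% in these data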;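 note: IDE supplied by intact live HEK cells; FP after avidin binding of uncleaved biotin substrate so inhibition keeps polarization high; 0% = DMSO wells and 100% = 60 µM reference IDE inhibitor Ii1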
VIM-2 inh: blocks Pseudomonas aeruginosa VIM-2 metallo-beta-lactamase; inhibition, % at 5.6 µM; purified VIM-2, nitrocefin hydrolysis, epi-absorbance fluorescence; 290,000 tested, 0.89% active;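 active = inhibition above the mean of all tested compounds plus 3 SD, cutoff set per screening run, cut at about 7.5% in these data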;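 note: red hydrolysis product quenches plate fluorescence so inhibitors raise well fluorescence; 0% = enzyme with DMSO and 100% = DMSO without enzyme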
p-CIP stab down: p/CIP protein destabilization | F442A p/CIP-EGFP cells, EGFP fluorescence, 16 h | AID 1984 | Q05BA5 | 290,000 tested, 0.01% active | decrease of EGFP signal, % at 10 µM;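 active = EGFP signal decrease of at least 30% at 10 µM or well 3 SD below plate mean, unless failing retest; inactive = the rest, including hits failing retest or dose response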; note: some compounds called inactive have numbers as strong as hits; many of its hits are not listed in these tables
M18AAP inhibitor: PfM18AAP enzyme inhibition | AID 1822 | inhibition, % at 7.35 µM | 290,000 tested, 1.2% active | recombinant PfM18AAP, H-Glu-NHMec fluorogenic cleavage;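 active = inhibition above the campaign mean inhibition over all tested compounds plus 3 SD, cut at about 28% in these data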;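 note: 0% = plate median of test compound wells and 100% = 2 mM ZnCl2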
IDE cell activ: boosts human insulin-degrading enzyme activity in HEK cells; activation, % at 5.96 µM; FAbeta-B cleavage, fluorescence polarization; 0% vehicle, 100% cell-free pure enzyme wells; 340,000 tested, 0.073% active;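 active = activation above the mean of all tested compounds plus 3 SD, set per screening campaign, cut at about 17% in these data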
GPR7 antag: human neuropeptides B/W receptor 1 antagonism. P48145. 290,000 tested, 1.1% active. inhibition, % at 4.4 µM. GPR7-expressing cells, fluorescence antagonist assay; in the data active = inhibition above about 16%, passing the limit was not always enough;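 note: cells stimulated with the agonist NPW; 0% = agonist with vehicle and 100% = vehicle without agonist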
Target sequence (P48145 whole entry, looked up): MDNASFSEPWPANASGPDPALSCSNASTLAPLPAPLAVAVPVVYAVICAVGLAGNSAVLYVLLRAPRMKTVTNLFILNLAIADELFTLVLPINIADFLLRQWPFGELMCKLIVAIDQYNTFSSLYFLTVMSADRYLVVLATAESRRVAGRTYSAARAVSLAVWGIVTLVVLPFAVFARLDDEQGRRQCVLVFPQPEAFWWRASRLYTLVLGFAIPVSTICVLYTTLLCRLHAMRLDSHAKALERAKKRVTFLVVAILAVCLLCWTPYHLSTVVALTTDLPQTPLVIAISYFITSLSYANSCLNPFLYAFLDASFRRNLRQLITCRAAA
NALP1 yeast inh: NALP1 inhibition. S. cerevisiae NALP1/ASC/caspase-1 growth, X-gal OD620, 72 h. inhibition, % at 10 µM. 280,000 tested, 0.61% active. AID 2071; in the data active = inhibition mostly above about 24%, no sharp cut-off; inactive = mostly below about 32%; note: some compounds called inactive have numbers as strong as hits
PHOSPHO1 inh: blocks human PHOSPHO1 phosphatase activity. Q8TCT1. recombinant PHOSPHO1, absorbance phosphatase assay. inhibition, % at 13.3 µM. 290,000 tested, 1.1% active. AID 1565; in the data active = inhibition above about 60%
Target sequence (Q8TCT1 whole entry, looked up): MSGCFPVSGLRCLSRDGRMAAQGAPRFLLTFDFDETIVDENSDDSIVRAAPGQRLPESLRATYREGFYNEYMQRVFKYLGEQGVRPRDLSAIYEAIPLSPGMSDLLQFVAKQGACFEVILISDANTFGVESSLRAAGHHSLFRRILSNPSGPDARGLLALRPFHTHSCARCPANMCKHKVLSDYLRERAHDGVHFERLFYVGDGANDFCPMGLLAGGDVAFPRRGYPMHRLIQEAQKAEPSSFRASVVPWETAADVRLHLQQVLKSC
Starred values were filed as active, the others as inactive; . = no result given. This is a random part of the collection, and some 5.3% of all compounds hit somewhere here.

SMILES | IMP-1 inhibitor | IDE inh | VIM-2 inh | p-CIP stab down | M18AAP inhibitor | IDE cell activ | GPR7 antag | NALP1 yeast inh | PHOSPHO1 inh
Cc1ccnc(SC2CC(=O)N(c3ccc(F)cc3)C2=O)n1 (configuration not stated) | -4.2 | 3 | -3.8 | -8 | -1 | -9 | 1 | 0 | 44
COC(=O)c1ccc2[nH]c([C@H](C)O)c([C@H](C)O)c2c1 | 4.7* | 0 | 4.9 | -3 | 13 | 3 | 5 | 14 | -131
N#CCc1nn(-c2ccc(Cl)cc2)c(N)c1C#N | -1.1 | -4 | 0.5 | 2 | -4 | 3 | -1 | 14 | -7
O=C(Nc1ccc2ccccc2c1)c1ccccc1O | 0.0 | 1 | 0.4 | -17 | -1 | 2 | 30* | 16 | 36
Cc1cc(=O)oc2c(C(=O)/C=C/c3ccccc3)c(O)ccc12 | -5.9 | 5 | -4.7 | -13 | 7 | 0 | -5 | 2 | -34
CN1CCN(CC(=O)c2ccccc2F)CC1 | -0.9 | 5 | -1.2 | -12 | 4 | 0 | -2 | 5 | -9
Cc1cc(C)cc(N(C(=O)CCC(=O)Nc2ccccn2)C(C(=O)NC(C)C)c2ccc(O)cc2)c1 (configuration not stated) | -2.5 | -3 | 0.1 | -1 | -13 | . | 4 | 4 | 36
Cc1oc(-c2ccccc2Cl)nc1CS(=O)CC(=O)NCCc1ccccc1 (configuration not stated) | -3.5 | 5 | -2.4 | 3 | -3 | 3 | 3 | 21 | 32
Nc1ncnc2nc(SCC(=O)Nc3ccccc3F)[nH]c12 | -1.5 | 1 | -2.6 | -10 | 6 | 2 | -14 | -13 | 37
S=c1nc2ccccc2c2nc(-c3ccccc3Br)[nH]n12 | 0.1 | 7 | 0.1 | 3 | 21 | 6 | 14 | 8 | -46
COc1ccc(C(=O)N/N=C(\C)Cn2cnc([N+](=O)[O-])n2)cc1 | -4.5 | -11 | -0.6 | -5 | -4 | -1 | -11 | 33 | -8
COC(=O)N/N=C/c1cccnc1 | -2.4 | -1 | -0.4 | -2 | -1 | -4 | -5 | 18 | -7
CC(C)(CO)CN1CCC(n2nccc2NC(=O)C2CCCC2)CC1 | -1.8 | 1 | -1.2 | 0 | -10 | -5 | -11 | 2 | 38
COc1cc2ncnc(NCc3ccco3)c2cc1OC | -2.4 | 2 | -3.1 | 0 | 2 | -1 | -8 | 2 | 29
CCOC(=O)C1CCN(C(=O)C2CCN(S(=O)(=O)c3cc(Cl)ccc3Cl)CC2)CC1 | -2.7 | 1 | -4.7 | 0 | 1 | 2 | -6 | 28 | 11
COc1cccc(C2c3[nH]c4ccccc4c3C[C@H]3C(=O)N(CCCO)CC(=O)N23)c1OC (some centres not stated) | -3.0 | 4 | -2.1 | 3 | -1 | 3 | 12 | -6 | 39
COC(=O)c1c(-c2snnc2C)n[nH]c1C | 0.1 | 3 | -0.3 | -10 | -12 | 2 | -1 | . | -17
C=CCN(CC=C)C(=O)C1CC(=O)N(c2ccc(Br)cc2)C1 (configuration not stated) | -1.7 | 3 | -5.2 | 1 | 9 | 2 | -8 | -6 | 5
O=C(NCCN1CCCCC1)Nc1ccccc1Cl | 0.8 | 2 | -0.2 | -10 | -13 | 0 | 6 | 8 | .
CNCCC(Oc1ccc(C(F)(F)F)cc1)c1ccccc1 (configuration not stated) | -1.7 | -3 | -1.5 | -8 | 2 | 2 | 17 | 39 | 16
CCN1C(=O)C2(C(C#N)=C(N)Oc3cc(C)oc(=O)c32)c2ccccc21 (configuration not stated) | -2.4 | 0 | -2.1 | 3 | -5 | 7 | -8 | 12 | 5
CCn1c(CC(=O)Nc2ccccc2)n[nH]c1=S | -4.3 | -2 | -2.3 | -6 | 20 | -2 | 2 | 1 | -123
CC1CCCCN1CCNC(=O)c1ccc2c(c1)N(Cc1ccccc1)C(=O)c1ccccc1S2(=O)=O (configuration not stated) | 0.8 | 0 | -2.8 | 5 | -7 | 0 | -1 | 26 | 55
CC(/C=N/NC(=O)CSc1nc2ccccc2n1C)=C\c1ccco1 | -2.0 | 6 | -2.7 | -11 | 9 | 0 | -2 | 35 | -19
CCOCCCNC(=O)CCCn1nc(C)n2c(cc3sccc32)c1=O | -6.9 | 5 | 0.6 | -19 | 0 | 3 | -7 | 12 | -7
COc1ccc(Cl)cc1NC(=O)COC(=O)C(CC(C)C)N1C(=O)C2CC=CCC2C1=O (configuration not stated) | -1.4 | 0 | -2.3 | -7 | 0 | 0 | 11 | 36 | -4
CC1(C)C(=O)Nc2ccccc2N1C(=O)COc1ncnc2c(Cl)cc(Cl)cc12 | -1.3 | 4 | -3.0 | 36 | -2 | 4 | -7 | -3 | 11
CC1Cc2nc(SCC(=O)N3CCCC3)n(C)c(=O)c2S1 (configuration not stated) | -2.5 | 5 | -1.2 | -13 | 1 | 0 | -7 | . | -11
CNC(=O)CSc1nnc(-c2cccnc2)n1CCc1ccccc1 | -4.6 | 6 | -3.2 | -14 | 2 | 6 | -14 | 4 | -46
CCOC(=O)c1c(-c2ccc(C)cc2)csc1NC(=O)CCSc1nnc2ccccn12 | -0.8 | -2 | -1.3 | -2 | -5 | -1 | -10 | 10 | -9
CC1CCN(S(=O)(=O)c2cccc(C(N)=O)c2)CC1 | 0.0 | 3 | -0.8 | -3 | -1 | 1 | -5 | 28 | -3
C/C(=N/NC(=O)CN1CCN(Cc2ccccc2Cl)CC1)c1ccncc1 | -3.2 | 24* | -4.4 | -1 | 1 | -22 | -11 | 44 | -40
CCCCN(C)CCOc1ccccc1OCC | -2.4 | 9 | -3.9 | -10 | 8 | -2 | -3 | 10 | -13
C=Cn1ccnc1P(=S)(c1ccc2c(c1)c1ccccc1n2CC)c1nccn1C=C | -2.9 | 0 | -4.2 | 3 | 3 | -4 | -7 | 0 | 0
COC(=O)c1ccc(Oc2ccc(C(C)(C)C)cc2)c([N+](=O)[O-])c1 | -2.0 | 4 | -0.8 | -2 | -4 | -4 | 6 | -3 | 24
CC(C)C(=O)Nc1ccc2c(c1)C(=O)N(CCC(=O)O)C2=O | -1.3 | 4 | 0.2 | 3 | 1 | 4 | -1 | 5 | -2
NS(=O)(=O)c1ccc(NC(=S)NC(=O)c2cccc(Br)c2)cc1 | -2.6 | . | -1.9 | 8 | 19 | 0 | 17 | 5 | 8
CC1CCN(Cc2cc(=O)oc3cc4c(cc23)CCCC4)CC1 | -0.4 | -3 | -0.7 | -11 | -7 | -5 | -4 | . | 32
CS(=O)(=O)N1N=C(c2ccco2)CC1c1ccc(Cl)cc1 (configuration not stated) | -1.1 | 2 | -2.0 | -2 | 0 | -1 | -9 | 66 | -41
CCN(CC)S(=O)(=O)c1ccc(C(=O)OCC(=O)NCCN2C(=O)CSC2=O)cc1 | -1.9 | 1 | -3.3 | -15 | 3 | -3 | -9 | 4 | 17
COC(=O)c1ccc(CSc2nc3ccc(S(=O)(=O)N4CCOCC4)cc3[nH]2)cc1 | -0.6 | 12 | -2.6 | 4 | -2 | -6 | -7 | 16 | -59
CCOC(=O)C1CCN(C(=O)c2ccco2)CC1 | -3.0 | 2 | -3.0 | -4 | -3 | 0 | -8 | 3 | 4
Cn1c(Cn2c(=O)sc3ccccc32)nnc1SCC(=O)N1CCCC1 | -1.8 | 3 | -0.5 | -2 | -2 | 10 | -3 | -10 | -5
O=C(NC1CCCCC1)C(=S)NCc1ccccc1 | -3.5 | 1 | -1.0 | -21 | -3 | -8 | -5 | 3 | 26
COc1cc(-c2noc(C)c2C(=O)NCCc2c[nH]c3ccccc23)cc(OC)c1OC | -3.8 | -3 | -0.9 | -8 | -2 | 6 | 10 | 2 | -24
CC(C)(C)NS(=O)(=O)c1ccc(OCC(=O)Nc2ccc3c(c2)OCCO3)cc1 | -3.8 | 1 | -2.5 | -21 | -5 | -1 | -3 | -17 | 1
CN(C)S(=O)(=O)c1cccc2nsnc12 | -1.9 | -5 | -2.2 | -16 | 8 | -4 | 0 | 3 | 22
COc1cccc2sc(N(CCCN(C)C)C(=O)C(c3ccccc3)c3ccccc3)nc12 | -1.8 | -1 | -2.0 | 12 | 5 | 31* | 7 | -19 | -19
NC(=O)NOCc1ncc(C(F)(F)F)cc1Cl | -0.2 | 6 | -2.2 | -2 | 7 | 1 | -5 | 9 | -1
COc1ccccc1CNc1ccc(CNc2ncn[nH]2)cc1 | -3.4 | 3 | -2.2 | -8 | 33* | 2 | -12 | -10 | 34
Further compounds follow:
SMILES | IMP-1 inhibitor | IDE inh | VIM-2 inh | p-CIP stab down | M18AAP inhibitor | IDE cell activ | GPR7 antag | NALP1 yeast inh | PHOSPHO1 inh
CC1CCCC(C)N1CC(O)COc1ccc(Cl)cc1 (configuration not stated) | -2.4 | 1 | -1.5 | -43 | 0 | 4 | -4 | 20 | -8
CS(=O)(=O)N(CC(=O)N1CCN(c2ccc(F)cc2)CC1)C1CCCCC1 | -1.2 | -5 | -0.6 | -25 | -3 | 2 | -11 | -50 | 24
CC(=O)N1CCC(C(=O)Nc2nc(-c3ccccc3)ns2)CC1 | -1.3 | -3 | -0.1 | -15 | 0 | 2 | 5 | -52 | 24
COC(=O)N1[C@H](Cc2ccccc2)C=C[C@]1(C)C(=O)O | -0.9 | 3 | -3.3 | -9 | 2 | 0 | 0 | 10 | -1
Cn1c(C(=O)NCCCN2CCc3ccccc3C2)cc2c(=O)n(C)c3ccccc3c21 | -3.1 | 5 | 9.8* | -18 | 1 | 1 | 8 | 11 | -3
O=C(NCc1ccccn1)c1ccc(CNS(=O)(=O)c2cccc(Cl)c2)cc1 | -1.0 | -8 | 0.0 | -9 | -9 | 2 | 6 | 20 | -9
Cc1ccccc1-c1nnc(CS(=O)(=O)c2ccccc2)o1 | 1.4 | 2 | 2.1 | -5 | 5 | 6 | 9 | 28 | 20
COc1ccc2cc(OCC(=O)NNC(=O)Nc3ccc(OC)c(OC)c3)ccc2c1 | 0.6 | 2 | -3.5 | -7 | 0 | -7 | 0 | 21 | 33
CC(C)(C)c1ccc(OCCNC(=O)Cc2ccc(F)cc2)cc1 | -4.3 | 2 | -2.1 | -10 | 3 | 7 | -15 | 22 | -6
CCOC(=O)c1nn(-c2ccc3c(c2)OCCO3)cc1O | -2.4 | 3 | -0.5 | -12 | -2 | 7 | -15 | -2 | -6
COC(=O)CSC(=S)N1CCCC(C)C1 (configuration not stated) | -0.5 | -8 | 1.7 | -7 | -11 | 5 | -14 | 12 | 2
Cc1ccc(C(=O)NCCSc2ccc(Cl)cc2)cc1[N+](=O)[O-] | 0.4 | 0 | -1.9 | -4 | -2 | 5 | -3 | -20 | 21
CCCCN(CCCC)CP(=O)(c1ccccc1)c1ccccc1 | -6.2 | 4 | -2.6 | -16 | -3 | 2 | 20 | 1 | 11
COCCn1c(C)cc(C(=O)CSc2ccc3ccccc3n2)c1C | 3.4 | 3 | -1.0 | -6 | 15 | -2 | -6 | 16 | 69*
Cc1cccc(NC(=O)CSc2nc3ccccc3nc2N2CCCCC2)c1 | 0.1 | 2 | -1.3 | -4 | 1 | 6 | -9 | 8 | 15
